Compound activity from PubChem BioAssay.
TDP-43 yeast inh: qHTS of TDP-43 Inhibitors; TDP-43 expressing yeast growth rescue, BacTiter-Glo, 24 h; AID 652104, 2013; Potency, µM (doses to about 46.1 µM), without a hit: top-dose growth rescue (activation), usual class: activators; 1.8% of 410,000 active; also: potency is read from the fitted curve at half-maximal effect; % of control where 0% means no effect; nearly all actives have a fitted effect of over 50% in size
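Growth rescue of TDP-43-toxic yeast measured as ATP luminescence (BacTiter-Glo). Cells grown to mid-log in raffinose, induced in galactose at OD600=0.02, exposed to compound 24 hr at 30 deg C.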
aSyn yeast inh: qHTS of alpha-syn Inhibitors | 0.14% of 370,000 active | Yeast expressing alpha-synuclein, growth rescue, BacTiter-Glo, 24 h | Potency, µM (highest dose often 46.1 µM), inactives show at the top dose growth rescue (activation), most hits filed as activators; also: potency is read from the fitted curve at half-maximal effect; % of control where 0% means no effect; nearly all actives have a fitted effect of over 65% in size
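Readout is rescue of growth in alpha-synuclein-expressing yeast, so inhibitors of toxicity appear as activators. Growth after 24 hr at 30 deg C in galactose medium is quantified by luminescence.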
DRD3 antagonist: qHTS of D3 Dopamine Receptor Antagonist: qHTS. D3R cells, DiscoveRx beta-arrestin luminescence, antagonist mode; hits give low values. D(3) dopamine receptor (Homo sapiens), P35462. 2.5% of 360,000 active. AID 652054, 2013. max response, negative = inhibition, %; in the data active = max response below about -50%; inconclusive = no clear call, values can overlap the other calls; also: % is scaled to controls: 0 for no effect and ±100 for the full control effect; mostly tested at two doses, the higher about 12 µM
Target sequence (P35462 whole entry, looked up): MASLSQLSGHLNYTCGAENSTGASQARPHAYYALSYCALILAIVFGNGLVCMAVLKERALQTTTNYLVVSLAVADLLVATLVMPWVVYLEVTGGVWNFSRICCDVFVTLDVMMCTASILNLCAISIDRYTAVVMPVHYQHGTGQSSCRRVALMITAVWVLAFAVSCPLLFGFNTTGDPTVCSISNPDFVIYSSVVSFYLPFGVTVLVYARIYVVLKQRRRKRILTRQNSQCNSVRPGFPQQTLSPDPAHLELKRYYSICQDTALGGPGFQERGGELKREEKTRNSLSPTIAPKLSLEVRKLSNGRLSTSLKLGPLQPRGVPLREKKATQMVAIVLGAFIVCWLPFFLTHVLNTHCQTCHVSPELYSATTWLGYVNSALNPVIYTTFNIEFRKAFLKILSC
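Cells plated overnight at 1500 cells/well, then exposed to library compounds with dopamine controls for 90 minutes at 37 degrees C. DiscoveRx reagent added for 30–60 minutes at room temperature; luminescence read, quantitative HTS format.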
EPAC2 agonist: qHTS for Agonist of cAMP-regulated guanine nucleotide exchange factor 4 (EPAC2): primary screen | Rap guanine nucleotide exchange factor 4 (Homo sapiens), Q8WZA2 | EPAC2 activation, biochemical qHTS; response scale: 100% = 6.5 mM cAMP response | Potency, µM (highest dose often 154 µM), without a hit: at the highest dose activation, usual class: activators | 0.079% of 360,000 active; also: potency is read from the fitted curve at half-maximal effect; nearly all actives have a fitted effect of over 50% in size
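EPAC2 (100 nM) mixed with Rap1B loaded with BODIPY-GDP (250 nM) plus 50 uM unlabeled GDP; compounds pinned in, 5 min RT, then read every 5 min for 30 min (ex 480, em 540 nm). Normalized to cAMP control.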
Abeta yeast res: qHTS for compounds that reverse cellular toxicity of Amyloid beta (A-beta) peptide in yeast: Primary Screen; yeast expressing A-beta42, growth rescue, OD600, 48 h; response scale: 0% DMSO, 100% iron-clioquinol control; Potency, µM (top dose mostly 46.1 µM), for inactives: at the top dose growth rescue, most hits filed as activators; 0.063% of 410,000 active; AID 1347071, 2019; also: potency is read from the fitted curve at half-maximal effect; nearly all actives have a fitted effect of over 55% in size
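Growth rescue measured by 600 nm absorbance after 48 h yeast culture at 30 C with compound. Values normalized between DMSO and an equimolar ferric chloride plus clioquinol control.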
FUS yeast rescue: qHTS for Suppressors of FUS Proteinopathy: Primary screen using FUS-linked yeast assay; S. cerevisiae FUS-expressing, growth rescue, OD600, 24 h; Potency, µM (series often up to 76.6 µM), for the others: at the top dose growth rescue (activation), actives largely listed as activators; 0.24% of 390,000 active;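 also: potency is read from the fitted curve at half-maximal effect; plate controls were DMSO vehicle for no effect and reference control for full effect; nearly all actives have a fitted effect of over 55% in size; some results filed as inactive show a strong effect at the top dose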
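S. cerevisiae expressing FUS from galactose induction served as the toxicity model. Growth after 24hr at 30C, read as absorbance at 600 nm, indicates suppression of toxicity; compounds dosed at several concentrations.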
EPAC2 antagonist: qHTS for Antagonist of cAMP-regulated guanine nucleotide exchange factor 2 (EPAC2): primary screen; 0.18% of 360,000 active; EPAC2 GEF exchange of Rap1B-BODIPY-GDP, fluorescence; Rap guanine nucleotide exchange factor 4 (Homo sapiens), Q8WZA2; Potency, µM (titrated, usually from 114 µM), inactives show at the top dose activity, negative = inhibition, actives largely listed as inhibitors; also: potency is read from the fitted curve at half-maximal effect; % is scaled to controls: 0 for no effect and ±100 for the full control effect; nearly all actives have a fitted effect of over 45% in size; many of its hits are not listed in these tables
DRD3 agonist: qHTS of D3 Dopamine Receptor Agonist: qHTS | D(3) dopamine receptor (Homo sapiens), P35462 | D3R DiscoveRx beta-arrestin cells, luminescence, 90 min | max activation, % | 0.58% of 410,000 active | AID 652048, 2013; in the data active = max activation above about 30%; also: 0% is about no effect; mostly tested at two doses, the higher about 12 µM
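Agonist-mode cell screen: cells plated at 1500/well and incubated overnight at 37 °C, then exposed to library compounds for 90 min at 37 °C. Detection reagent was added for 30–60 min at room temperature, and luminescence was read.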
Numbers without * were called inactive; ? = inconclusive; / = no result given; & = joins results of further samples; [ ] = remark or other dose. Unless noted, calls follow the shape of the dose curve; as a rule, active = well fitted curve in the direction sought with a large enough effect; inconclusive = small, poorly fitted or top-dose-only effect, or another doubt; inactive = no such curve, though single readings can be large; an effect the other way counts as inactive or inconclusive. The list is partial; rates above refer to the full screens.

Start of the listing, in advance:
structure | TDP-43 yeast inh | aSyn yeast inh | DRD3 antagonist | EPAC2 agonist | Abeta yeast res | FUS yeast rescue | EPAC2 antagonist | DRD3 agonist
Cc1ccc(-n2nc(C)c(NC(=O)CCl)c2C)cc1 | 17% | -2% | 10 | -3% | -1% | / | 12% | -1
CCCCCOC(=O)CCN1C(=O)/C(=C2\SC(=S)N(CCC(=O)OCCCCC)C2=O)SC1=S | 3% | 0% | 6 | -6% | 0% | -30% | 5% | 3

The listing, repeating the preview:
structure | TDP-43 yeast inh | aSyn yeast inh | DRD3 antagonist | EPAC2 agonist | Abeta yeast res | FUS yeast rescue | EPAC2 antagonist | DRD3 agonist
Cc1ccc(-n2nc(C)c(NC(=O)CCl)c2C)cc1 | 17% | -2% | 10 | -3% | -1% | / | 12% | -1
CCCCCOC(=O)CCN1C(=O)/C(=C2\SC(=S)N(CCC(=O)OCCCCC)C2=O)SC1=S | 3% | 0% | 6 | -6% | 0% | -30% | 5% | 3
CCC(=O)N1CCN(c2ccc(NC(=O)c3cc4ccccc4o3)cc2)CC1 | 12% | 0% | 11 | 9% | -9% | 21% | 1% | 3
Cc1ccc2c(c1)N(C(=O)Nc1cccc3c1CCCC3)CC(C)O2 (stereo not given) | -13% | / | / | / | -16% | 8% | / | 1
Cc1cccc(C)c1OCCSc1nc2ccccc2n1CC(=O)O | ? | 11% | 8 | 2% | -4%&4% | 7%&-21% | 10% | -2&0
Cn1ccnc1SCC(=O)Nc1ccc(Br)cc1C(F)(F)F | 12% | -6% | -28 | 2% | -7% | / | 8% | 6
O=C1CCc2cc(S(=O)(=O)Nc3cccc(Cl)c3)ccc2N1 | / | / | / | 8% | -5% | 12% | -3% | /
CCOC(=O)c1c(NC(=O)C(F)(OC)C(F)(F)F)sc2c1CCN(C)C2 (stereo not given) | -3% | 0% | -17 | -7% | -2% | 22% | -4% | -9
COCC(C)NC(=O)CSc1nc2cc(S(=O)(=O)N3CCCCC3)ccc2o1 (stereo not given) | 8% | -4% | 1 | -3% | -6% | -9% | 1% | -1
Cc1sc(-c2ccccn2)nc1OC(=O)c1ccc(Cl)c(Cl)c1 | 2% | -1% | 9 | 3% | 11% | 4% | -3% | -1
COc1ccc(C(=O)NCCN2CCN(C(=O)c3ccc(OC)cc3)CC2)cc1 | 3% | 0% | -83* | 1% | -1% | 7% | 16% | -15
O=C(Nc1ccc(N2CCOCC2)cc1)c1ccc(Cl)c(S(=O)(=O)N2CCCC2)c1 | 1% | 3% | 19 | -1% | -19% | 16% | 4% | 5
COc1ccc(C(=O)c2oc3ccc(Br)cc3c2NC(C)=O)cc1 | 11% | -4% | 0 | 10% | -7% | -33% | 5% | 0
COc1cccc(NC(=O)CN(C)C(C)C(=O)Nc2ccc(C#N)cc2)c1 (stereo not given) | 13% | 0% | 1 | 8% | -19% | 4% | -4% | -4
COc1cc(/C=N/NC(=O)c2ccccn2)ccc1OC(=O)c1ccc(Br)cc1 | 21% | -4% | 4 | 9% | 6% | / | ? | 37*

Single entries from the results shown:
In EPAC2 antagonist, CCOC(=O)c1c(NC(=O)C(F)(OC)C(F)(F)F)sc2c1CCN(C)C2 (stereo not given) is listed with -4%
In DRD3 antagonist, CCCCCOC(=O)CCN1C(=O)/C(=C2\SC(=S)N(CCC(=O)OCCCCC)C2=O)SC1=S is listed with 6
In FUS yeast rescue, O=C1CCc2cc(S(=O)(=O)Nc3cccc(Cl)c3)ccc2N1 is listed with 12%
In TDP-43 yeast inh, COc1ccc(C(=O)NCCN2CCN(C(=O)c3ccc(OC)cc3)CC2)cc1 is listed with 3%

Other structures follow.
structure | TDP-43 yeast inh | aSyn yeast inh | DRD3 antagonist | EPAC2 agonist | Abeta yeast res | FUS yeast rescue | EPAC2 antagonist | DRD3 agonist
Cc1ccc(Sc2ccc(N3CCCC(C(=O)Nc4ccc(F)cc4)C3)nn2)cc1 (stereo not given) | 27% | / | / | / | 7% | -21% | / | -2
COc1cccc(/C=C/c2[nH]c(=O)[nH]c(=O)c2[N+](=O)[O-])c1O | -4% | -5% | -4 | 16% | -8% | 11% | 16% | 0
Cc1ccc(S(=O)(=O)N2CCOCC2)cc1C(=O)N1CC(C)OC(C)C1 (stereo not given) | 11% | -6% | -2 | 5% | -2% | 4% | -5% | 3
CCCNc1c(NC(=O)C2CCC(C)CC2)c(=O)oc2ccccc12 (stereo not given) | -5% | 1% | -6 | 0% | 9% | -6% | 4% | 4
COC(=O)c1ccccc1NC(=S)NC(C)=O | 13% | 1% | -21 | 9% | 5% | -29% | 3% | 1
Cc1ccccc1-c1nc(CS(=O)CC(=O)NC2CC2)c(C)o1 (stereo not given) | 1% | 2% | -11 | 8% | -5% | -23% | 11% | -4
CCCC(=O)Nc1c(-c2ccccc2)c(=O)c(C)nn1-c1ccc(Cl)cc1 | 21% | -1% | 0 | 1% | 11% | 11% | 2% | 2
CCCN1C(=S)SC(C)(C)C1/[N+]([O-])=C/c1cccnc1 (stereo not given) | -6% | -4% | 0 | 10% | -4% | 2% | 3% | -8
O=C1NC[C@@H](CCCCN2CCN(CCc3ccccc3)C(=O)C2=O)N(CCc2ccc(O)cc2)C1=O | -3% | -7% | 0 | 10% | -13% | -13% | 4% | -6
CN1CCN(CC(=O)Nc2sc3c(c2C(=O)Nc2ccccc2)CCCC3)CC1 | 5% | 2% | 1 | 1% | 12% | 10% | 0% | 4
CCOC(=O)c1ccc(NC(=O)C2CCCO2)cc1 (stereo not given) | 19% | 1% | -16 | 4% | -4% | 16% | 7% | -5
CN(C)CCCNc1nc2cc(-c3ccsc3)sc2c(=O)n1C | 0% | 2% | 8 | 0% | 8% | -5% | 9% | 2
O=C(NCCN1CCOCC1)c1ccc2c(c1)ncn2C1CCCC1 | 8% | -9% | ? | 14% | -6% | -25% | 1% | 1
COc1ccccc1-c1ccc(/C=C2/C=C(C)OC2=O)o1 | -1% | 5% | -4 | 6% | 10% | 38% | 9% | 1
CCc1nc2ccc(C(=O)NCCCN3CCCC3=O)cn2c1N(C)C(=O)Nc1ccccc1OC | -9% | 6% | 10 | 0% | -14% | -24% | -8% | -3
CCn1c(SCC(=O)N/N=C/C=C/c2ccco2)nnc1-c1ccc(OC)cc1 | -16% | -5% | -6 | 7% | -4% | / | -3% | -7
CCN(CC)C(=O)C1=C(C)N(Cc2ccc(OC)cc2)C(=O)C(CC(=O)NCCc2ccccn2)C1 (stereo not given) | 23% | -1% | 6 | -3% | -3% | -26% | -3% | -6
CC1CCCC(C)N1C(=O)Cn1c(SCC(=O)NCc2ccc3c(c2)OCO3)nc2ccccc21 (stereo not given) | -10% | -3% | -11 | 7% | -2% | 6% | 14% | -18
Cc1ccc(NC(=O)C(C)c2ccc(-c3ccccc3)c(F)c2)c(C)c1 (stereo not given) | -1% | 15% | 19 | 5% | -1% | -7% | -17% | 6
O=C(CNC(=O)N1CC(=O)Nc2ccccc21)NCCCc1ccccc1 | 6% | -5% | 0 | 1% | 2% | -13% | -2% | -4
COc1ccc(N2CCN(C3CCCN(Cc4ccc(F)cc4)C3)CC2)cc1 (stereo not given) | -7% | 2% | -13 | 2% | 4% | -3% | 0% | -12
CCCCSc1ncc(C(=O)OCC)c(N)n1 | 13% | -1% | 4 | -6% | -5% | -12% | 0% | -3
O=C(NCc1ccccc1Cl)C1CCCN1S(=O)(=O)c1ccccc1F (stereo not given) | -15% | 17% | -17 | 11% | -7% | 0% | 1% | -14
Cc1cccc(NC(=O)COC(=O)COc2ccc3c(c2)CCC3)c1 | -21% | -6% | -11 | -4% | -16% | / | -5% | 1
COc1cc2sc3ccc(-c4ccc(CN5CCOCC5)cc4)cc3c(=O)c2cc1OC | -12% | 7% | 181 | 3% | 5% | 12% | 11% | 118*
CCc1nn(C(C)C(=O)N(C)Cc2ccccc2)c(=O)c2cc3occc3n12 (stereo not given) | 3% | 0% | 19 | -6% | -11% | 3% | -15% | -2
Cc1cc(NC(=O)CCSc2ccc(Cl)cc2)no1 | 14% | -6% | -13 | 12% | 0% | -10% | 0% | -2
O=C(C[n+]1cccc(Br)c1)c1ccc(-c2ccccc2)cc1 | 1.6µM* | -5% | 2 | 8% | -22% | -26% | -4% | 1
C=CC[C@H](CC(=O)N[C@H](CO)Cc1ccccc1)C(=O)N[C@@H](COC(=O)[C@@H](CC=C)Cc1ccc(F)cc1)Cc1c[nH]c2ccccc12 | 0% | -13% | 2 | -15% | -11% | 40% | -8% | -1
Cc1cc(CNC(=O)c2cccnc2Cl)c2ccccc2n1 | 1% | 4% | -3 | 6% | 3% | -3% | 0% | -2
CC(c1ccccn1)N(C)C(=O)c1ccc2nc(Cc3ccccc3F)oc2c1 (stereo not given) | 12% | 7% | -4 | 11% | 7% | 22% | 12% | 1
Cc1ccc(C(=O)c2ccc(N3CCOCC3)c(F)c2)cc1 | 1% | -1% | 0 | 10% | -3% | 12% | -9% | -3
Cc1snc(SCC(=O)N/N=C(\N)COc2ccc(F)cc2)c1C#N | -9% | 3% | 18 | 5% | 24% | 22% | -6% | 4
O=C(CNCc1cccs1)NC12CC3CC(CC(C3)C1)C2 | -2% | -1% | -4 | 9% | 8% | 5% | -3% | 2
Cc1noc(/C=C/N(C)C)c1S(=O)(=O)N1CCc2ccccc21 | 14% | -16% | 5 | 18% | -71%[inhibitor] | ? | -26% | 2
OCC[C@H]1C[C@H](O)[C@@H](O)[C@]2(CCCO2)O1 | 0% | -5% | 5 | 8% | -12% | -12% | 2% | -11
COCCNc1ccc(-c2n[nH]c(=O)c3ccccc23)cc1[N+](=O)[O-] | -10% | -1% | 2 | 1% | 1% | -6% | 8% | 1
S=c1[nH]nc(COc2ccc3ccccc3c2)o1 | 11µM* | -7% | -62* | 3% | 7% | 22% | -2% | 0
CC(=O)Nc1ccc(S(=O)(=O)N2CCCC2C(=O)Nc2ccc3c(c2)OCCO3)cc1 (stereo not given) | -10% | -2% | 2 | 4% | -15% | 11% | 5% | 2
